12-LOX inh = inhibitors of human 12S-lipoxygenase ALOX12; purified 12hLO, xylenol orange hydroperoxide absorbance; Potency, µM (titrated, usually from 108 µM), for the others: at the highest dose activity change, negative = inhibition, actives largely listed as inhibitors; actives 1.1% (n = 580,000); also: % is scaled to controls: 0 for no effect and ±100 for the full control effect
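Purified human 12hLO at 150 nM in 25 mM Hepes, 0.01% Triton X-100, pH 7.0, preincubated 15 min at room temperature with compound. Reaction started with 40 uM arachidonic acid, 30 min at room temperature. Hydroperoxide measured by Fe-xylenol orange, 573/405 nm absorbance ratio.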
mIDH1 inhibitor = inhibitors of human mutant IDH1 R132H | actives 0.093% (n = 390,000) | O75874 | IDH1-R132H enzyme, NADPH consumption, diaphorase/resazurin fluorescence | Potency, µM (series often up to 76.6 µM), without a hit: top-dose activity change, negative = inhibition, most hits filed as inhibitors; also: % is scaled to controls: 0 for no effect and ±100 for the full control effect; nearly all actives have a fitted effect of over 65% in size
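IDH1-R132H (0.5 ug/mL dispensed) in pH 7.5 Tris buffer was preincubated 30 min with compound, then given a substrate mix of 0.016 mM NADPH and 2 mM alpha-KG for 80 min at room temperature; remaining NADPH was read by diaphorase/resazurin fluorescence.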
RXFP1 ag = activates the human relaxin receptor RXFP1; Q9HBX9; HEK293T-RXFP1 cAMP TR-FRET, 30 min; response scale: percent of porcine relaxin response, buffer zero; Potency, µM (highest dose often 57.5 µM), for the others: at the top dose activation, most hits filed as activators; actives 0.3% (n = 370,000); AID 2676; also: % is scaled to controls: 0 for no effect and ±100 for the full control effect; nearly all actives have a fitted effect of over 60% in size; many of its hits are not listed in these tables
Target sequence (Q9HBX9 whole entry, looked up): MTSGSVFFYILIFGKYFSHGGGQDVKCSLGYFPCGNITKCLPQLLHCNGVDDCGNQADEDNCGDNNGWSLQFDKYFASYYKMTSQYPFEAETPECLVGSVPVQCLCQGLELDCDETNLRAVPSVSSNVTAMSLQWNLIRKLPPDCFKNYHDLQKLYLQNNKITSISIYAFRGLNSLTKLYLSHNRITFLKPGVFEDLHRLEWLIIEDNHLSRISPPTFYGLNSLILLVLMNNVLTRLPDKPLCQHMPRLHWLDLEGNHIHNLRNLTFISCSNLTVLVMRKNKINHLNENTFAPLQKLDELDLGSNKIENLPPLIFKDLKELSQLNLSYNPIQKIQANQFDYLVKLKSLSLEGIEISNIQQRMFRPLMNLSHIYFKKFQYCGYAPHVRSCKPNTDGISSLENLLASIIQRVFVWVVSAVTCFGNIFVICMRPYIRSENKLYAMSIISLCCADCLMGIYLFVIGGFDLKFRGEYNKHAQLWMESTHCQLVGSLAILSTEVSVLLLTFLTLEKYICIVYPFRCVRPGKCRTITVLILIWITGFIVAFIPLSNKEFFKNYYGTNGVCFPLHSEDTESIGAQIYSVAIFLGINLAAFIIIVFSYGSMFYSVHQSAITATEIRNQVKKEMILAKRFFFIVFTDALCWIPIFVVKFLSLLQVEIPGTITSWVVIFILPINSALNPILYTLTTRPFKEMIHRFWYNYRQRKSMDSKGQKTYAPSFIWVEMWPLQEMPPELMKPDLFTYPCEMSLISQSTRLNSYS
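cAMP rise read by TR-FRET after 30 min, 37C compound exposure (up to 58 uM) in RXFP1-transfected HEK293 cells with Ro 20174 present. EC50 from Hill-equation fits, with 29 nM porcine relaxin as 100% and buffer as basal.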
Vif-A3G inh = inhibitors of Vif-APOBEC3G interaction; Q9HC16; HeLa A3G-eYFP + Vif (tagged APOBEC3G with the HIV-1 protein that degrades it), YFP fluorescence, overnight; Potency, µM (highest dose often 46.1 µM), without a hit: at the top dose activity, negative = active, actives largely listed as inhibitors; actives 0.076% (n = 410,000);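 also: % is scaled to controls: 0 for no effect and ±100 for the full control effect; nearly all actives have a fitted effect of over 60% in size; hits raise eYFP signal because A3G escapes Vif-driven loss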
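HeLa cells stably expressing Vif and C-terminally eYFP-tagged A3G, seeded overnight at 37 deg C, then exposed to compound by pintool overnight at 37 deg C. Rise in yellow fluorescence (Ex 488/Em 500-530, Acumen) marks blocked Vif-driven A3G degradation.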
TrxR1 inh = blocks rat thioredoxin reductase 1; O89049; recombinant rTrxR1, NADPH fluorescence consumption, selenite substrate; Potency, µM (doses to about 114 µM), for inactives: at the highest dose activity change, negative = inhibition, usual class: inhibitors; actives 1% (n = 390,000); also: % is scaled to controls: 0 for no effect and ±100 for the full control effect; nearly all actives have a fitted effect of over 65% in size
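Rat TrxR1 (90 nM in the dispensed reagent) was pre-reduced with 400 uM NADPH for 5 min at room temperature, then incubated with compound for 15 min. After 400 uM selenite was added, NADPH fluorescence (Ex 340/Em 450 nm) was followed for 8 min.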
RGS4 inhibitor = inhibitors of human regulator of G protein signaling 4; actives 0.039% (n = 390,000); Transcreener GDP fluorescence polarization, RGS4-accelerated GTP hydrolysis; Potency, µM (series often up to 114 µM), for inactives: at the highest dose activity change, negative = inhibition, most hits filed as inhibitors; P49798; also: % is scaled to controls: 0 for no effect and ±100 for the full control effect; nearly all actives have a fitted effect of over 75% in size; some results filed as inactive show a strong effect at the top dose
Target sequence (P49798 whole entry, looked up): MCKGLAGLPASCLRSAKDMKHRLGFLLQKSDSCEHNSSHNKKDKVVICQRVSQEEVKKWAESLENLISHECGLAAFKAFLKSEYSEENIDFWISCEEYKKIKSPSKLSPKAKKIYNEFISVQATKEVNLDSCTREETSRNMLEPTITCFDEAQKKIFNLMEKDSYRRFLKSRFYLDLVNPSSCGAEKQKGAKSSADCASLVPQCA
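MLSMR compounds (23 nl, pin-transferred) preincubated 10 min at room temperature with a 500nM (2x) first reagent, then RGS4 at 900nM (2x) plus Transcreener GDP mix added; fluorescence polarization (620/688 nm) read before and after 90 min at 30 °C.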
TrxR1 substrate = substrates of rat thioredoxin reductase 1; actives 0.01% (n = 390,000); purified TrxR1 substrate turnover, NADPH consumption readout; Potency, µM (series often up to 114 µM), for the others: at the highest dose activity change, negative = substrate turnover; O89049; also: % is scaled to controls: 0 for no effect and ±100 for the full control effect; nearly all actives have a fitted effect of over 50% in size
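Rat TrxR1, dispensed at 90 nM, was prereduced with 400 uM NADPH (final) for 5 min at ~22 deg C, then incubated with compound 15 min before 400 uM selenite. A first-read NADPH fluorescence drop versus no-compound background flagged substrates.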
USP1 inh = inhibitors of human USP1/UAF1 deubiquitinase | O94782 | recombinant USP1/UAF1, Ub-Rhodamine cleavage fluorescence | Potency, µM (titrated, usually from 57.1 µM), without a hit: top-dose activity change, negative = inhibition, hits mostly inhibitors | actives 0.23% (n = 390,000) | AID 743255; also: % is scaled to controls: 0 for no effect and ±100 for the full control effect; nearly all actives have a fitted effect of over 60% in size; inactives centre near -12
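Step one: compound is pinned into 1nM USP1/UAF1 in HEPES pH 7.8 buffer with TCEP. Step two: 15 min room-temperature incubation. Step three: Ub-Rho (150nM final) starts cleavage, tracked by fluorescence over six one-minute reads.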
Vif-APOBEC3F blk = inhibitors of Vif-A3F interaction; AID 602313; actives 0.2% (n = 390,000); HeLa A3F-eYFP + Vif (tagged APOBEC3F with the HIV-1 protein that degrades it), YFP fluorescence increase; Potency, µM (top dose mostly 46.1 µM), without a hit: top-dose activity, negative = active; also: % of control where 0% means no effect; nearly all actives have a fitted effect of over 65% in size
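HeLa cells stably expressing A3F-eYFP plus Vif, plated and incubated overnight at 37 deg C, then exposed to compounds overnight at 37 deg C. Blocked degradation read as raised yellow fluorescence (Ex 488/Em 500-530).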
* marks the source's active call; other numbers are inactive results; ? = inconclusive; / = not tested or not shown; & = joins results of further samples; [ ] = remark or other dose. Calls follow the shape of the dose curve; as a rule, active = well fitted curve in the direction sought with a large enough effect; inconclusive = small, poorly fitted or top-dose-only effect, or another doubt; inactive = no such curve, though single readings can be large; an effect the other way counts as inactive or inconclusive. Potency is read from the fitted curve at half-maximal effect. Not all compounds are listed; rates above refer to the full screens.

SMILES | 12-LOX inh | mIDH1 inhibitor | RXFP1 ag | Vif-A3G inh | TrxR1 inh | RGS4 inhibitor | TrxR1 substrate | USP1 inh | Vif-APOBEC3F blk
Cc1ccc(S(=O)(=O)N2CCC(C(=O)N3CCC(C(=O)NCC4CCCO4)CC3)CC2)cc1 (stereo not given) | 2% | 9% | 0.0% | 0% | 24%[57.1 µM] | -15% | 10%[57.1 µM] | -4% | -4%
CC(=O)OCCNc1cc(SC(C)C)c2nonc2c1[N+](=O)[O-] | 148% | 4% | 7.3% | 0% | 4%[57.1 µM] | -21% | -16%[57.1 µM] | 1% | 3%
Cc1ccc(S(=O)(=O)N2CCN(CCc3ccncc3)CC2)cc1 | 1% | -4% | / | 1% | 22%[57.1 µM] | 10% | 13%[57.1 µM] | -27% | -6%
CC1(C)Cc2c(sc(NC(=O)C(=O)N3CCCCC3)c2C(N)=O)CO1 | 6% | 7% | -0.2% | -1% | ? | -21% | 2% | -18% | 3%
O=C(CCS(=O)(=O)c1ccccc1)Nc1ccc2c(c1)OCO2 | 31% | 11% | 0.1% | -1% | -38% | -14% | 9%[57.1 µM] | 0% | ?
Cc1ccc(C)c(OCCCC(=O)O)c1 | 28% | 5% | -1.6% | -7% | -4%[57.1 µM] | -8% | 13%[57.1 µM] | -9% | 0%
O=C(CSc1nc2c(cnn2-c2ccc(F)cc2)c(=O)[nH]1)N1CCCCC1 | -27% | 5% | -0.1% | -5% | 12% | -14% | 6% | -26% | -8%
COc1ccc(Cl)cc1NC(=O)Cn1cc2c(n1)CCC(C)C2 (stereo not given) | -9% | -14% | 1.5% | 2% | 7% | 5% | -3% | 11% | 4%
Cc1ccc(/C=C2\SC(=S)N(NS(=O)(=O)c3ccc(C)cc3)C2=O)cc1 | 35µM* | 3% | 0.3% | -2% | 4% | -18% | -6% | -30% | -4%
NCCC(=O)NC[C@H]1O[C@@H](n2cnc3c(N)ncnc32)[C@H](O)[C@@H]1O | -8% | -1% | / | 2% | 11% | 7% | 2% | -26% | 0%

Looked up above:
Vif-APOBEC3F blk result of Cc1ccc(S(=O)(=O)N2CCN(CCc3ccncc3)CC2)cc1 : -6%
Vif-A3G inh result of Cc1ccc(C)c(OCCCC(=O)O)c1 : -7%

Next part:
SMILES | 12-LOX inh | mIDH1 inhibitor | RXFP1 ag | Vif-A3G inh | TrxR1 inh | RGS4 inhibitor | TrxR1 substrate | USP1 inh | Vif-APOBEC3F blk
NC1=NC(=O)C2(COC(c3ccncc3)OC2)S1 (stereo not given) | -27% | 6% | -4.8% | 3% | 21%[57.1 µM] | -21% | 6% | 1% | 11%
Cn1ccnc1Sc1nnnn1-c1ccccc1 | 0% | 1% | 1.3% | 0% | -10% | -1% | -6% | -19% | 2%
Cc1sc(NC(=O)Cn2cnnn2)nc1-c1ccc(Cl)cc1 | 0% | -4% | -0.1% | -15% | -8% | 22% | -12% | -13% | 6%
Cc1ccn2cc(-c3cccc(NC(=O)CCC(=O)O)c3)nc2c1 | ? | 3% | 0.9% | -1% | 5% | 7% | 95%[activator] | -11% | 2%
CCCc1cc(C(=O)OC)c(NC(=O)CCCC(=O)O)s1 | 5% | 0% | ? | 2% | 10% | 7% | 2% | -12% | -37%
O=C(CSc1nc2cc(Cl)ccc2s1)NCc1ccc2c(c1)OCO2 | -19% | 5% | -0.4% | 1% | 21% | -20% | 7% | 3% | 0%
CCOC(=O)C1=C(CS(=O)(=O)c2ccc(F)c(C)c2)NC(=O)NC1c1ccc(O)c(O)c1 (stereo not given) | ? | 1% | 0.4% | 3% | 11% | 7% | -2% | -15% | -4%
OCCC#Cc1ccc(CN2CCN(C3CCCCC3)C(CCO)C2)cc1 (stereo not given) | 2% | -7% | -0.4% | 2% | 5% | 18% | 3% | -2% | 11%
Cc1onc(-c2c(Cl)cccc2Cl)c1NC(=O)N1CCSCC1 | 0% | 0% | 0.2% | -4% | 6%[57.1 µM] | -27% | 11%[57.1 µM] | -7% | 1%
Cc1nc(-c2cccnc2)sc1C(=O)Nc1ccc(F)cc1F | 3% | -2% | 2.5% | 1% | -13% | 15% | -5% | -20% | 2%

Five of the compounds above, with two lines to a compound.
Values in the order – 12-LOX inh	mIDH1 inhibitor	RXFP1 ag	Vif-A3G inh	TrxR1 inh	RGS4 inhibitor	TrxR1 substrate	USP1 inh	Vif-APOBEC3F blk
- Cc1sc(NC(=O)Cn2cnnn2)nc1-c1ccc(Cl)cc1
  0%	-4%	-0.1%	-15%	-8%	22%	-12%	-13%	6%
- CCOC(=O)C1=C(CS(=O)(=O)c2ccc(F)c(C)c2)NC(=O)NC1c1ccc(O)c(O)c1 (stereo not given)
  ?	1%	0.4%	3%	11%	7%	-2%	-15%	-4%
- O=C(CSc1nc2cc(Cl)ccc2s1)NCc1ccc2c(c1)OCO2
  -19%	5%	-0.4%	1%	21%	-20%	7%	3%	0%
- NC1=NC(=O)C2(COC(c3ccncc3)OC2)S1 (stereo not given)
  -27%	6%	-4.8%	3%	21%[57.1 µM]	-21%	6%	1%	11%
- Cc1onc(-c2c(Cl)cccc2Cl)c1NC(=O)N1CCSCC1
  0%	0%	0.2%	-4%	6%[57.1 µM]	-27%	11%[57.1 µM]	-7%	1%

(more compounds)
SMILES | 12-LOX inh | mIDH1 inhibitor | RXFP1 ag | Vif-A3G inh | TrxR1 inh | RGS4 inhibitor | TrxR1 substrate | USP1 inh | Vif-APOBEC3F blk
CCCCCCOC(=O)c1ccc(N)cc1 | -25% | 1% | 0.0% | -4% | 8% | 3%[11.4 µM] | -2% | -18% | 3%
O=C(c1ccc(Br)cc1)N(Cc1ccco1)c1ccccn1 | -16% | -1% | 1.1% | -4% | 26% | 20% | 5% | ? | 0%
Cc1ccc(S(=O)(=O)N2CCCN(c3nc4cc(C)ccc4cc3C#N)CC2)cc1 | 5% | 3% | 2.1% | -7% | 37%[activator] | -1% | 35%[activator] | ? | ?
O=C1CCc2cc(S(=O)(=O)N3CCN(c4ccccc4F)CC3)ccc2N1 | 15% | -1% | -0.7% | 3% | 9% | -1% | 5% | -27% | 3%
O=c1c([N+](=O)[O-])cccn1Cc1ccccc1Cl | -12% | -11% | 1.8% | 3% | ? | -8% | -15% | -25% | -2%
CC(C)C(c1nnnn1Cc1ccco1)N1CCN(c2cccc(Cl)c2)CC1 (stereo not given) | 12% | 4% | 1.1% | -8% | 7%[57.1 µM] | -35% | 12%[57.1 µM] | -17% | -16%
Cc1cccc(C)c1NC(=O)CN(C)C(=O)c1ccc(N2C(=O)CCC2=O)cc1 | 0% | -1% | 0.6% | 1% | -1% | -29% | -6% | -18% | 2%
CCOc1ccc(NC(=O)C(C)n2c(=O)cc(C)c3c(C)nn(-c4ccccc4)c32)cc1 (stereo not given) | ? | 2% | 29% | -3% | 17%[57.1 µM] | 13% | 2%[57.1 µM] | -29% | -6%
Cc1ccc(OCc2ccc(C(=O)O)o2)c([N+](=O)[O-])c1 | -12% | -1% | 0.2% | 1% | -13% | 0% | -12% | -11% | -1%
O=C(O)c1ccc(-c2nnc(-c3cccc(Br)c3)o2)cc1 | -15% | 2% | -0.2% | 0% | 9% | -16% | -7% | -7% | 0%
Cc1ccc(CNC(=O)C(=O)NCCC2CCCCN2S(=O)(=O)c2ccc(C)cc2)cc1 (stereo not given) | -17% | 2% | -0.1% | -6% | 9% | -18% | -5% | -1% | 15%
CC(=O)Nc1ccc(S(=O)(=O)Nc2ccccc2C(=O)N2CCCCC2)cc1 | -15% | -2% | -0.1% | 1% | -1% | 2% | -7% | 3% | 12%
O=C(Nc1nc2c(Cl)c(Cl)ccc2s1)C1CC1 | 29% | -6% | 0.3% | -7% | -6%[57.1 µM] | 11% | -3%[57.1 µM] | -7% | -5%
Cc1ccc(CSc2nnc(NC(=O)C3=COCCO3)s2)cc1 | 157%[activator] | 16% | -0.4% | 5% | 3% | 3% | -5% | -13% | -1%
C/C=C/C1=CC(=O)C[C@H](c2ccc(Cl)cc2)C1 | ? | 20% | -3.7% | -10% | 23% | -8% | 18% | -33% | 6%
CCCCNC(=O)CN1C(=O)COc2ccc(S(=O)(=O)N3CCCCCC3)cc21 | 9%&-24% | 15%&15% | 5.4%&8.5% | -3%&-2% | 5%&-3% | -21%&-18% | -1%&-3% | -7%&-21% | 5%&0%
COc1ccccc1CN1CCN(C2CCN(C(=O)NC(C)C)CC2)C(=O)C1=O | -21% | -4% | 0.7% | 2% | 4%[57.1 µM] | 12% | -1%[57.1 µM] | -15% | 4%
Nc1nnc(-c2ccc([N+](=O)[O-])o2)s1 | -5% | 10% | / | -21% | ? | -22% | -6%[57.1 µM] | -3% | -16%
O=C(CC(Nc1ccccc1)c1ccccc1)C1CC1 (stereo not given) | 0% | 2% | 1.4% | 1% | -1%[57.1 µM] | -23% | -8% | -5% | -5%
NC(=O)C1CCCN1S(=O)(=O)c1ccc2ccccc2c1 (stereo not given) | -13% | -4% | 2.2% | -1% | 3% | 27% | -2% | -1% | -1%
Cc1c(C(=O)NCc2ccc3c(c2)OCO3)oc2ccc(Br)cc12 | -9% | 3% | 0.6% | -16% | -7% | 9% | 1% | -21% | -10%

From PubChem BioAssay
